TDP1 inh: blocks human tyrosyl-DNA phosphodiesterase 1; recombinant TDP1, AlphaScreen DNA substrate cleavage; Potency, µM (highest dose often 130 µM), without a hit: at the highest dose activity change, negative = inhibition, hits mostly inhibitors; hit rate 0.28% among 350,000; AID 485290; note: nearly all actives have a fitted effect of over 40% in size
Target sequence (Q9NUW8 whole entry, looked up): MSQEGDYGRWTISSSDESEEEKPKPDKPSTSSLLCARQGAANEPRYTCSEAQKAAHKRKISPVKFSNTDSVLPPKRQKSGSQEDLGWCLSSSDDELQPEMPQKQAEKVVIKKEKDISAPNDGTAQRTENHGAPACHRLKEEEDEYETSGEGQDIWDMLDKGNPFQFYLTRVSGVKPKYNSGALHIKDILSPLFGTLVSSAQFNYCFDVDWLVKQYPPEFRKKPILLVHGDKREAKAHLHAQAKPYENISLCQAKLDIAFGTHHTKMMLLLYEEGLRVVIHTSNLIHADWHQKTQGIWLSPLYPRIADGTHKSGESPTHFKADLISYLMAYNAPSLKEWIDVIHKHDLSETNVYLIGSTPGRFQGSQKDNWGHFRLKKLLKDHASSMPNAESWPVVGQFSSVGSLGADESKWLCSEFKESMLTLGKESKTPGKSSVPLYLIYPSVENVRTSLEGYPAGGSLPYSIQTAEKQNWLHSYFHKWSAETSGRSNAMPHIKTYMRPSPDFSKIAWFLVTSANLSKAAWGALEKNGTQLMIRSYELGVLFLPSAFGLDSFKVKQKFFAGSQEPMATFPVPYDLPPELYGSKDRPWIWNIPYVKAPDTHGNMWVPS
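Steps: enzyme plus compound, 15 min RT; add biotin/phosphotyrosine-FITC oligonucleotide (15 nM final), react 5 min; add donor/acceptor beads (10 ug/ml final), 10 min; read AlphaScreen. Tdp1 at 1 nM final.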
GCN5L2 inh: GCN5L2 (KAT2A) acetyltransferase inhibition | Q92830 | GCN5L2 HAT assay, ThioGlo1 CoA-SH fluorescence | Potency, µM (doses to about 58.9 µM), for inactives: at the top dose activity change, negative = inhibition, most hits filed as inhibitors | hit rate 0.21% among 390,000 | AID 504327
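Enzyme at 20nM final was mixed with library compounds for 15 min at room temperature. Peptide H3(1-25) at 75uM, acetyl-CoA at 70uM and ThioGlo1 at 50uM were then added. Plates were read immediately and after 20 min (Ex340nm/Em540nm).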
DT40 TDP1 no CPT: qHTS for Inhibitors of human tyrosyl-DNA phosphodiesterase 1 (TDP1): qHTS in cells in absence of CPT. AID 686978, 2013. hit rate 15% among 420,000. Potency, µM (titrated, usually from 46.2 µM), without a hit: at the top dose activity change, negative = growth inhibition, actives largely listed as inhibitors. DT40 Tdp1-/- hTDP1 cells, no CPT, ATP luminescence, 48 h; note: nearly all actives have a fitted effect of over 55% in size
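Camptothecin absent (DMSO only). Human TDP1-complemented DT40 knockout cells, 400 cells/well, 37 °C for minimum 48 hr; ATP measured via CellTiter-Glo, 30 min dark incubation, luminescence.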
An asterisk follows results filed as active; ? = inconclusive; . = no result given; & = joins results of further samples; [ ] = dose if it differs, or a comment. Calls come from the whole dose curve; as a rule, active = well fitted curve in the direction sought with a large enough effect; inconclusive = small, poorly fitted or top-dose-only effect, or another doubt; inactive = no such curve, though single readings can be large; an effect the other way counts as inactive or inconclusive. % is set by controls: 0 for no effect and ±100 for the full control effect; potency is the fitted concentration of half-maximal effect.

SMILES	TDP1 inh	GCN5L2 inh	DT40 TDP1 no CPT
CCn1cc(C(=O)N[C@@H](C)C(=O)NCCCO)c(=O)c2cc3c(cc21)OCO3	.	-3%	-15%
COC(=O)c1c(NC(=O)C(=O)N2CCCC2)sc2c1CC(C)(C)OC2	5%	-5%	0%
O=C(CNC(=O)c1cccc(OC(F)F)c1)OCc1cc(=O)n2cc(Br)ccc2n1	1%	31%[activator]	-2%
C/C(=N\NC(=O)CNC(=O)c1ccc(Br)cc1)c1ccco1	-16%	-14%	3%
COc1cccc(C(=O)Cn2c(Br)nc3c2c(=O)n(C)c(=O)n3C)c1	1%	3%	9.2µM*
Cn1c(=O)c2c(nc(CN3CCN(CCO)CC3)n2Cc2ccccc2Cl)n(C)c1=O	.	?	-2%
COC(=O)c1c(NC(=O)c2cccc([N+](=O)[O-])c2)sc(C(N)=O)c1C	-2%	-7%	?
COc1cc(/C=N/Nc2nc3ccccc3s2)ccc1OC(=O)c1ccccc1F	-5%	-13%	4.6µM*
Cc1nnc(NC(=O)CSc2nnc(CNC(=O)c3ccccc3)o2)s1	2%	-2%	-3%
CCCNC(=O)NC(=O)CSc1nc(C)cs1	-3%	-9%	-1%
Cc1nn(-c2ccccc2)c(Cl)c1/C=N\NC(=O)c1cncc(Br)c1	3%	?	3%
Nc1nc(C(F)(F)F)cc(=O)n1N	4%	-6%	-14%
CN(Cc1ccccc1)S(=O)(=O)c1ccc(OCC(=O)NCc2ccccn2)cc1	.	-4%	-38%
Cc1ccc(S(=O)(=O)N(C)C)cc1NC(=O)COC(=O)CCC(=O)c1ccc(F)cc1	-5%	0%	10%
Cc1cc(-c2ccc(S(=O)(=O)Nc3ccc(Cl)cc3)cc2)on1	-1%	-9%	18µM*
COc1ccc(Nc2ccccc2N)cc1	6%	0%	21µM*
Cc1cccc(C2Nc3cccc4cccc(c34)N2)c1	.	-14%	?
CCOC(=O)N1CCN(C(=O)c2cn(CC)c3ccc(S(=O)(=O)N4CCCCC4)cc3c2=O)CC1	0%	-2%	9%
CN(c1ccc(C(=O)NCCC2=CCCCC2)cc1)S(C)(=O)=O	-2%	.	?
Cc1nc2c3c(sc2c(=O)[nH]1)NC(=O)CC3c1ccccc1Cl (stereo unspecified)	8%	0%	?
CCS(=O)(=O)Nc1ccc(-c2nnc(SCC(=O)c3ccc(NC(C)=O)c(OC)c3)o2)cc1	-2%	-5%	?
COc1cccc(NC(=O)c2ccc(CNS(=O)(=O)c3ccc4c(c3)C(C)(C)C(=O)N4C)cc2)c1	0%	-12%	23µM*
Cc1ccc(C(=O)NNC2=NCCC2)cc1	0%	2%	-13%
Cc1ccc(C2C3C(=O)N(c4ccc(C)cc4)C(=O)C3N3CCCN23)cc1 (stereo unspecified)	4%	-22%	-12%
O=C1CN(C(=O)COC(=O)COc2ccccc2)c2ccccc2N1	-3%	-3%	-3%
O=C(Nc1ccn(Cc2ccccc2)n1)c1ccc2c(c1)OCO2	3%	-6%	7%
COc1ccccc1NC(=O)COc1ccc(C(=O)NCc2ccccc2)cc1OC	0%	-3%	?
Cc1ccc(NC(=O)c2oc3ccccc3c2C)c([N+](=O)[O-])c1	0%	-3%	-25%
O=S(=O)(Nc1nc2ccccc2nc1NCc1ccco1)c1ccccc1	1%	1%	-15%
O=C(NCC1OCCc2ccccc21)c1ccc(NC(=O)c2cccc(Br)c2)cc1 (stereo unspecified)	3%	1%	7.3µM*
COc1cc2nc(Cl)nc(N3CCCCC3)c2cc1OC	2%	-5%	26µM*
N#Cc1ccccc1NC(=O)COC(=O)COc1ccccc1[N+](=O)[O-]	5%	-2%	-2%
CC(C)Oc1ccc(/C(O)=C2/C(=O)C(=O)N(CCN(C)C)C2c2ccco2)cc1 (stereo unspecified)	2%	-3%	-2%
Cc1cc(C(=O)N2CCOCC2)ccc1[N+](=O)[O-]	3%	-2%	5%
Cn1nccc1NC(=O)Nc1cccc(Br)c1	.	-3%	15%
CCCn1c(C(C)Nc2nc(-c3cccc(Br)c3)cs2)nc2ccccc21 (stereo unspecified)	.	-2%	?
COc1ccccc1-c1ccc(/C=C2/C=C(CC(C)C)OC2=O)o1	9%	?	?
CN1CCN(CCCNC(=S)Nc2ccc(F)c(Cl)c2)CC1	5%	-3%	1%
COc1cc(C(=O)Nc2ccc3c(c2)OCO3)ccc1-n1cnnn1	2%	-2%	-8%
CCSc1cc(C)nc2ncnn12	0%	-6%	7%
COc1ccc(-n2c(C)c([N+](=O)[O-])c3ccc(O)c(CN(C)C)c32)cc1	4%	30%	2.6µM*
COc1ccccc1-c1nc2c(c(SCC(=O)Nc3ccccc3F)n1)Cc1c(CO)cnc(C)c1O2	8%	-9%	?
Cc1ccccc1-c1nc(N(C)Cc2ccco2)c2ccccc2n1	.	-13%	-43%
Cc1ccc(SCCNCc2ccco2)cc1	.	-2%	-1%
O=S(=O)(NCCc1csc2nc(-c3ccc(F)cc3)nn12)c1ccc(Oc2ccccc2)cc1	5%	-6%	21µM*
CN(C)S(=O)(=O)n1cc(/C=C(\NC(=O)c2ccccc2Cl)C(=O)NCCCN2CCOCC2)c2ccccc21	2%	-6%	?
Cc1nc(-n2nc(C)c(Cc3ccccc3Cl)c2C)sc1C(=O)N1CCCCC1C (stereo unspecified)	1%	-7%	21µM*
O=C(NC1CCCc2c1cnn2-c1ccc(F)cc1F)c1csnn1 (stereo unspecified)	6%	-7%	?
O=C(NCC(O)CO)c1csc(Nc2cccc3ccccc23)n1 (stereo unspecified)	.	-16%	?
CN(CCc1ccccn1)C(=O)CC1C(=O)NCCN1Cc1ccccc1C(F)(F)F (stereo unspecified)	1%	-2%	0%
O=C(N1CCN(c2ccccc2F)CC1)C12CC3CC(CC(C3)C1)C2	-8%	-2%	?
O=C(NC(=S)Nc1cccc([N+](=O)[O-])c1)c1ccccc1	4%	4%	-25%
Cc1ccc(-c2cc(C(=O)Nc3c(C(=O)c4ccc(C)c(F)c4)oc4ccccc34)no2)cc1	4%	-9%	-8%
COc1ccc(C(C)(C)C)cc1NC(=O)c1cccc(S(=O)(=O)N2CCN(C(C)=O)CC2)c1	.	-2%	?
CC(C)CN(C(=O)COC(=O)CSc1ccc(Br)cc1)C1CCS(=O)(=O)C1 (stereo unspecified)	-3%	-8%	0%
CCOC(CNc1cc(C)nc2c(-c3ccccc3OC)c(C)nn12)OCC	.	10%	-17%
CC(C)(C)N1CC(C(=O)O)CC1=O (stereo unspecified)	3%	?	-12%
Oc1ccc(-c2[nH]ncc2-c2cccc3cccnc23)c(O)c1	-1%	-11%	?
O=C(Nc1nnc(C2CC2)s1)C1Cc2ccccc2CN1S(=O)(=O)c1cccs1 (stereo unspecified)	0%	-15%	16µM*
C=CCN1C(=O)C(Cc2ccc(C)cc2)S/C1=N/N=C/c1ccco1 (stereo unspecified)	0%	2%	?

(list continues)
SMILES	TDP1 inh	GCN5L2 inh	DT40 TDP1 no CPT
O=C(Nc1ccc2snnc2c1)N1CCSCC1	-2%	0%	-5%
O=S(=O)(CCOc1ccccc1)N1CCOCC1	3%	0%	8%
COc1ccccc1/C=N/Nc1nc(C)cc(C)n1	.	8%	-20%
Cc1ccc(NC(=O)CN(C)C(=O)COC(=O)CCS(=O)(=O)c2ccc(C)cc2)cc1	2%[56.1 µM]	-25%	12%
Cc1ccc(CNC(=O)CSc2nc(C)cs2)cc1	1%	2%	9%
Cc1nnc(NC(=O)CSc2ccccc2N)s1	5%	2%	8%
Cc1cccc(OCC(=O)OCc2cc(=O)n3nc(C4CCCCC4)sc3n2)c1	8%	-5%	-9%
CC1=C(C(=O)OCc2ccc3c(c2)OCO3)C(c2ccc(O)c([N+](=O)[O-])c2)NC(=O)N1 (stereo unspecified)	-1%	-7%	?
CCOc1ccc(CCNC(=O)c2ccc3c(c2)sc2nc(-c4ccc(F)cc4)cn23)cc1OCC	-6%	-5%	5.8µM*
COC(=O)[C@H]1CN(C(=O)c2ccccc2)C(=O)N1	.	?	17%
O=C(NN1CCCCC1)c1cnn2c(C(F)F)cc(-c3ccccc3)nc12	8%	-14%	?
CCC1=C(c2ccc(C)cc2)S(=O)(=O)N=C1N1CCC(C(=O)NCCCN2CCCCC2)CC1	8%	-2%	2%
COc1nc(-c2ccccc2)cc(-c2ccc(OC)c(OC)c2)n1	0%	-16%	21µM*
Cc1ccc(SCC(=O)O/N=C(\N)c2ccc([N+](=O)[O-])cc2)cc1	7%	-8%	-30%
S=c1[nH]nc(COc2ccccc2)n1-c1ccccc1	0%	-4%	?
Oc1cc(-c2ccncc2)cc2cccnc12	5%	-10%&1%	.
COc1ccc(-c2nc(CN3CCN(C(=O)c4ccco4)CC3)c(C)o2)c(OC)c1C	4%	-8%	18µM*
O=C(CNCc1ccccc1)Nc1ccccc1-c1ccccc1	1%	0%	0%
CCOc1ccc2nc(NC(=O)C3=NN(c4ccccc4)C(=O)CC3)sc2c1	8%	-1%	26µM*
CCOc1ccc(C(=O)NCCS(=O)(=O)N2CCN(c3ccccc3F)CC2)cc1OCC	2%	1%	?
COc1cccc2c1Oc1ncccc1N(C(=O)CCC(=O)NCc1ccccc1F)C2	3%	-20%	-13%
O=S1(=O)N=C2CCCCCN2C(c2ccc(F)cc2)N1 (stereo unspecified)	4%	-13%	10%
O=C(Nc1ccc(Cl)cc1)C1=Cc2ccccc2OC1	3%	-1%	23µM*
CN(C)c1nc(SCc2ccccc2Cl)nc2c1CCCC2	-5%	-2%	-24%
NC(=O)N/N=C/c1ccc([N+](=O)[O-])o1	0%&-14%&6%	?	3.3µM*
CC(OC(=O)CCN1C(=O)C2CC=CCC2C1=O)C(=O)c1ccc(F)cc1 (stereo unspecified)	2%	-8%	10%
CCCS(=O)(=O)c1c(S(=O)(=O)CCC)c2cc(C(C)(C)C)ccn2c1C(=O)c1ccccc1	.	-5%	16µM*
O=C(O)CSc1nnc(COc2cccc3cccnc23)n1-c1cccc(C(F)(F)F)c1	3%	-6%	-5%
CC(=O)Nc1sc(N/N=C\c2ccccc2F)nc1-c1cccs1	7%	-9%	-26%
Cc1ccc(C)c(OCc2cc(C(=O)N3CCOCC3)no2)c1	4%	-1%	4%
CCOc1ccc(NC(=O)CS(=O)(=O)c2cn(C)c3ccccc23)cc1	1%	-1%	-6%
COc1ccccc1NC(=O)C(CCS(C)(=O)=O)N1C(=O)c2ccccc2C1=O (stereo unspecified)	6%	3%	4%
CNC(=S)NC1CC2CCCC(C1)N2Cc1ccccc1OC (stereo unspecified)	3%	0%	-8%
N#Cc1nc(COc2ccc(Cl)cc2)oc1N1CCCCCC1	10%	?	-25%
Cc1nn(C)c2nc(-c3cccs3)cc(C(F)(F)F)c12	-1%	-12%	?
COc1ccc(-c2nc3cnc(N4CCN(C)CC4)nc3n(Cc3ccc(F)cc3)c2=O)cc1	.	-15%	-24%
CN(C)S(=O)(=O)N1CCC(Oc2ccc(C(=O)NC3CCCCC3)cc2)CC1	8%	-1%	?
CCn1cc(C(=O)Nc2ccccc2)c(=O)c2ccc(C)nc21	-1%	-3%	.
CN(C)CCCNc1oc(-c2ccccc2Cl)nc1S(=O)(=O)c1ccc(F)cc1	7%[56.1 µM]	-8%	-28%
O=C(COc1ccccc1[N+](=O)[O-])NCc1cccnc1	0%	4%	?
CS(=O)(=O)N(CC(=O)NCc1ccco1)c1ccc(OCc2ccccc2)cc1	2%	-4%	-5%
COc1ccc(-n2c(CN3CCN(c4ccccn4)CC3)nc3ccc([N+](=O)[O-])cc3c2=O)c(OC)c1	7%	-20%	21µM*
O=C(Nc1cc(F)ccc1F)N1CCC(CN2CCOCC2)CC1	0%	0%	-11%

Source: PubChem (National Center for Advancing Translational Sciences (NCATS))

Some of the compounds tested; rates above refer to the full screens.
